From PubChem
PLC-beta3 inh = blocks human PLC-beta3 enzyme activity. 370,000 compounds, 0.18% hits. Purified PLC-beta3, fluorogenic substrate, fluorescence. Q01970. inhibition, % at 12.2 µM; in the data active = inhibition above about 11%;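 note: 0% = median of compound wells on plate and 100% = full blocker control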
DAX1 inh-1 = inhibitors of DAX1 repression of SF-1 activated StAR promoter | HEK293T StAR-luciferase reporter, SF-1/DAX-1 repression relief | inhibition, % at 6.8 µM | 370,000 compounds, 1.1% hits | AID 652010;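 active = inhibition above the mean over all tested compounds plus 3 SD, cut at about 3.6% in these data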;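 note: 0% = DAX-1 cells with DMSO and 100% = cells lacking DAX-1 with DMSO; higher inhibition means more luminescence from relief of DAX-1 repression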
ADAM17 inh = inhibitors of human ADAM17 | P78536 | recombinant ADAM17, EDANS/DABCYL FRET peptide cleavage | inhibition, % at 6.95 µM | 370,000 compounds, 0.83% hits | AID 720648;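 active = inhibition above the mean of compounds lying between control limits plus 3 SD, set per campaign, cut at about 8.5% in these data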;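 note: 0% = DMSO-only wells as the low control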
DAX1 inh-2 = NR0B1 (DAX1) inhibition | P51843 | HEK293 Gal4-DAX1 luciferase reporter, luminescence | inhibition, % at 6.75 µM | 340,000 compounds, 0.99% hits | AID 504766;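 active = inhibition above the mean over all tested compounds plus 3 SD, cut at about 4.2% in these data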;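 note: 0% = DAX1-transfected cells with DMSO and 100% = empty-vector control cells with DMSO; inhibition shows as a rise in luminescence from relieved DAX1 repression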
ssDAF12 agonist = activates DAF-12 receptor from parasite S. stercoralis. HEK293 ssDAF-12/GRIP1 lit1-tk-luc reporter, luminescence; % of 3 µM dafachronic acid response. activation, % at 6.8 µM. 370,000 compounds, 1% hits. AID 652126;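 active = activation above the mean over all tested compounds plus 3 SD, cut at about 0.9% in these data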;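 note: 0% = DMSO-only wells and 100% = 3 µM delta7-dafachronic acid wells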
hgDAF-12 ag = agonists of H. glycines DAF-12 nuclear receptor; 370,000 compounds, 1.8% hits; HEK293 GAL4-hgDAF12 UAS-luciferase reporter, agonist luminescence; normalized to butyrate control; AID 687014; activation, % at 6.8 µM;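 active = activation above a cutoff set at the mean of all screened compounds plus 3 SD, cut at about 10% in these data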;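 note: 0% = DMSO wells and 100% = sodium butyrate wells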
GAA850 FXN act = activators of GAA850 frataxin (FXN) promoter. HEK293 lucGAA850 FXN promoter luciferase reporter, 24 h; percent of 10 µM SAHA response. activation, % at 6 µM. 360,000 compounds, 0.56% hits;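 active = activation above the average of all compounds screened plus 3 SD, cutoff fixed separately per campaign, cut at about 7.5% in these data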;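 note: 0% = DMSO wells and 100% = 10 µM SAHA wells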
sPLA2-III inh = Blocks human group III sPLA2 activity | inhibition, % at 12.2 µM | Q9NZ20 | QFRET BODIPY PC-A2 liposome hydrolysis, fluorescence | 370,000 compounds, 0.56% hits;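 active = inhibition above mean plus 3 SD of compounds lying within the high and low control bounds, cut at about 19% in these data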;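 note: 0% = median of test compound wells and 100% = no enzyme DMSO wells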
Target sequence (Q9NZ20 whole entry, looked up): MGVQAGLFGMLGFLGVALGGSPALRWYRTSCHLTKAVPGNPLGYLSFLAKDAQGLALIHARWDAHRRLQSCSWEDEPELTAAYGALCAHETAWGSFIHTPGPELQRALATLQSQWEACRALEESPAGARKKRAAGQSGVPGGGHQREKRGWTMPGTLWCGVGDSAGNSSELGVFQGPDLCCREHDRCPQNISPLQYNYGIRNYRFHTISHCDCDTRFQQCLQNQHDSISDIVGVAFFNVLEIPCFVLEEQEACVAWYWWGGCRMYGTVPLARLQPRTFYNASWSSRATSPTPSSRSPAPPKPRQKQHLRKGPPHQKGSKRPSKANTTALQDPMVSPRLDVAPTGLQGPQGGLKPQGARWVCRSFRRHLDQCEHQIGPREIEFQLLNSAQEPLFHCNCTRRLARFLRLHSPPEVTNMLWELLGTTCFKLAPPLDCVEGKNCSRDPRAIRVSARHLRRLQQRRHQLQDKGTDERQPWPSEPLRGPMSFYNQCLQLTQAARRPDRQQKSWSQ
hcDAF-12 act = H. contortus DAF-12 activation, primary screen; 370,000 compounds, 1.4% hits; HEK293 hcDAF-12 lit1-tk-luc reporter, luminescence; 0% DMSO, 100% Δ7-dafachronic acid; activation, % at 6.8 µM; AID 652067;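 active = activation above the mean of all tested compounds plus 3 SD, cut at about 5.5% in these data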;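 note: 100% = response to 3 µM Δ7-dafachronic acid high control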
PLC-gamma1 inh = blocks human PLC-gamma1 enzyme activity | P19174 | purified PLC-gamma1, fluorogenic substrate, fluorescence | inhibition, % at 12.2 µM | 370,000 compounds, 0.84% hits | AID 720700; in the data active = inhibition above about 9.5%
ADAM10 inh = ADAM10 inhibition, QFRET primary screen; 370,000 compounds, 0.62% hits; recombinant ADAM10, EDANS/DABCYL FRET peptide cleavage, 3 h; inhibition, % at 7 µM; O14672;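 active = inhibition above a per-campaign cutoff equal to the mean of compounds falling between control-based bounds plus 3 SD, cut at about 20% in these data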;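 note: 0% = DMSO wells while the 100% control is not disclosed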
Target sequence (O14672 214-748 limits assumed): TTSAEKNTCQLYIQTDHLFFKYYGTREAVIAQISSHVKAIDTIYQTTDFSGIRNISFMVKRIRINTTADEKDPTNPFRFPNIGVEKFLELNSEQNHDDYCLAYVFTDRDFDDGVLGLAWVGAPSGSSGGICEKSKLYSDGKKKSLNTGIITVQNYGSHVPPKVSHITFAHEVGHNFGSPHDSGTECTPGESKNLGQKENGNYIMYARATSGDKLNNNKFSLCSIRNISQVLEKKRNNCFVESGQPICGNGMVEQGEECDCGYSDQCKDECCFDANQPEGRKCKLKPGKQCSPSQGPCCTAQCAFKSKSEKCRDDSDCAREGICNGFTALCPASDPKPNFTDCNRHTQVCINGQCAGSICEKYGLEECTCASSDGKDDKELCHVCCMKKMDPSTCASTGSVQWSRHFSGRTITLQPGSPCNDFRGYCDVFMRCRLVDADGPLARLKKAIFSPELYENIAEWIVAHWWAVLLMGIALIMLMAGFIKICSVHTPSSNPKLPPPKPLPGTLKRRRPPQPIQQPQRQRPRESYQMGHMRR
An asterisk follows results filed as active; i = inactive; . = no result given.

SMILES	PLC-beta3 inh	DAX1 inh-1	ADAM17 inh	DAX1 inh-2	ssDAF12 agonist	hgDAF-12 ag	GAA850 FXN act	sPLA2-III inh	hcDAF-12 act	PLC-gamma1 inh	ADAM10 inh
Cc1ccc(NC(=O)C2Cc3ccccc3CN2C(=O)c2ccco2)cc1S(=O)(=O)N(C)C (stereo unspecified)	-1	-0.6	3	2.3	-2.2	-3.6	-4.2	-4	-2.0	2	-1
CCN(CC)C(=O)CSc1nnc([C@H](CCSC)NC(=O)OC(C)(C)C)o1	1	0.3	-1	-0.4	-1.4	0.9	0.2	-1	-1.9	1	6
COc1ccc(C(=O)NC2(C(F)(F)F)NC(=O)N(CCCc3ccccc3)C2=O)cc1OC (stereo unspecified)	0	-0.6	1	-2.5	-1.6	-2.5	0.8	-6	-3.3	-1	2
COc1ccc(OC)c(C2=NS(=O)(=O)N(C)C(C(=O)Nc3ccc(F)cc3F)=C2)c1	-10	-1.2	5	-0.9	-1.8	-6.7	-2.8	-19	-2.4	-4	7
COc1ccc(C(=O)N2CCn3c(C)ccc3C2C)cc1 (stereo unspecified)	-33	-0.1	-6	-0.3	-1.6	-3.0	-0.5	-5	-1.4	-23	-22
COc1ccc(CNC(=O)c2ccc(Cn3nc(C)cc3C)o2)cc1	-7	-0.6	-3	1.0	-1.2	-2.4	1.5	-5	-1.2	1	-5
Cc1c(Cc2ccccc2)c(=O)oc2cc(OC(=O)c3ccccc3)ccc12	-33	0.6	-22	1.4	-1.8	-0.8	1.1	0	0.0	-23	-70
Cc1nc(SCC(=O)NC2CCCCC2C)c(C#N)c(C)c1C (stereo unspecified)	-1	0.2	-5	-1.1	-1.2	-1.7	0.2	19	-0.5	-1	-15
O=C(CSc1nnc(Cc2cccs2)n1-c1ccc(Cl)cc1)NCc1ccc2c(c1)OCO2	0	-0.4	-3	-1.3	-1.3	0.2	-1.1	-1	-1.1	2	5
Cc1ccc(C(=O)NCc2cccnc2)cc1S(=O)(=O)N1CCCCCC1	-6	-1.4	0	-0.6	-1.6	-1.4	0.9	-8	-1.6	1	3
CC(=O)NS(=O)(=O)c1ccc(NC(=S)NC(=O)COc2ccccc2C)cc1	-16	0.9	-7	0.1	-1.5	1.0	3.2	-5	0.6	-14	-25
C#CCOCCOCCOCCNc1nc(N2CCN(C(=O)[C@H](Cc3ccc(O)cc3)n3cc([C@@H](N)C(C)CC)nn3)CC2)nc(N2CCN(C(=O)[C@H](Cc3cc4ccccc4[nH]3)n3cc([C@@H](N)CC(C)C)nn3)CC2)n1 (stereo partly specified)	-1	-0.1	-7	.	0.1	-1.9	.	-28	2.3	4	-35
CC(C)Cc1nnc(NC(=O)C2CC(=O)N(Cc3ccccc3)C2)s1 (stereo unspecified)	-4	2.3	1	0.5	-0.2	-3.0	1.0	1	-0.8	4	-2
O=C1C(c2ccnc3ccccc23)=C(O)c2ccccc21	8	3.5	4	1.3	3.3*	16*	3.3	-1	26*	9	5
O=C(O)CCCn1c(=O)[nH]c2ccccc2c1=O	6	-0.5	2	0.1	-0.8	1.0	-1.4	6	1.4	1	5
Cc1cccc(/C=N/NC(=O)c2cc(C)nc3ccccc23)n1	-8	-3.8	3	-1.4	-1.3	3.8	-2.8	-3	-0.4	-2	-1
COc1ccc(Cc2nc(C(=O)Nc3ccccc3)cs2)cc1	6	-0.3	0	-1.9	-0.6	3.1	2.2	-7	-0.3	0	4
CCOc1ccccc1CNC(=O)C1CCN(S(=O)(=O)N2CCC(C)CC2)CC1	2	-1.5	0	-0.1	-1.5	-1.8	-0.9	-1	-0.4	-1	-6
Cc1ccc(S(=O)(=O)Oc2ccc(C3C4=C(CCCC4=O)N(CCC(=O)O)C4=C3C(=O)CCC4)cc2Cl)cc1	i	-0.1	i	-0.3	-0.8	0.3	0.8	-1	-2.6	i	i
Cc1nn(C)c(C)c1S(=O)(=O)N(CC(=O)Nc1ccccn1)c1ccc(C(C)C)cc1	0	0.3	-1	0.7	-2.0	1.6	-1.3	4	-3.3	0	-19
COc1ccccc1N1CCN(Cc2ccc(C(=O)O)cc2)CC1	-4	0.3	1	2.4	-1.4	-1.1	0.1	5	-0.7	3	4
CCC(=O)c1ccc(N2CCCCCC2)c(F)c1	-23	0.6	-3	-0.3	-1.2	2.3	2.4	-2	0.2	-22	0
CCOc1ccc(CN2CCN(S(=O)(=O)c3ccc(NC(C)=O)cc3)CC2)cc1	0	-3.9	-4	-3.0	-2.6	-0.9	-1.4	-5	-4.0	2	-9
Cn1cc([N+](=O)[O-])c(C(=O)Nc2cc(Oc3cccnc3)cc([N+](=O)[O-])c2)n1	5	-2.8	-2	.	-1.7	-7.2	.	-2	-1.2	-1	-2
CCCN(CCC)C(=S)NC(=O)c1ccc(Cl)cc1Cl	8	-1.6	3	-0.4	-1.3	-1.5	0.6	10	-2.2	13*	13

Further results follow.
SMILES	PLC-beta3 inh	DAX1 inh-1	ADAM17 inh	DAX1 inh-2	ssDAF12 agonist	hgDAF-12 ag	GAA850 FXN act	sPLA2-III inh	hcDAF-12 act	PLC-gamma1 inh	ADAM10 inh
O=C(CSc1nc2nn(-c3ccccc3)c(=O)c-2c2n1CCCCC2)Nc1ccc(F)c(F)c1	2	-0.2	3	0.5	-1.5	2.3	-1.8	-16	-2.5	3	-5
c1ccc2nc(-c3ccc(-n4ccnc4)cc3)ccc2c1	-15	2.2	-17	1.6	0.2	10	3.7	3	4.9	-5	-12
N=c1oc2ccccc2cc1C(=O)NC1CCCCCC1	-7	1.5	-7	0.2	0.3	14*	1.9	-4	1.9	1	-32
Fc1ccc(Sc2nc(-c3ccccc3)nnc2C(F)(F)F)cc1	7	0.0	2	0.5	-1.1	0.6	0.8	1	-0.9	2	-1
Cc1noc(-c2ccccc2OC(=O)c2ccccc2)n1	-1	0.3	-1	0.0	-0.8	-2.3	0.3	0	-0.3	-1	-3
COc1nc(Cl)cn(-c2ccc(Cl)cc2)c1=O	0	-0.1	-3	0.5	-0.9	1.6	2.4	2	1.3	-4	-11
COc1ccc(/C=C(/NC(=O)c2ccccc2)C(=O)N/N=C/c2cccs2)cc1OC	-22	0.2	-2	0.2	-1.5	-0.5	0.3	-4	-2.4	-23	-6
O=C(NCc1cccnc1)c1cnn2ccccc12	-1	-0.2	-7	1.1	-1.4	0.8	-1.6	-1	-2.2	0	-52
CCN(CC)S(=O)(=O)c1ccc(N/N=C(\C)c2ccncc2)c([N+](=O)[O-])c1	-3	-0.2	0	-0.6	-0.4	0.8	3.5	3	-0.5	0	1
COC(=O)[C@H]1C[C@@]2(CC=C(C)C)c3ccccc3N(C(=O)OC(C)(C)C)[C@H]2N1C(=O)OC(C)(C)C	2	.	1	.	-0.7	0.1	.	2	-1.5	0	12
CCOc1ccc(CCNC(=O)c2ccc3ccccc3n2)cc1OCC	-22	-0.5	-7	-0.5	0.3	6.3	6.6	3	5.0	-7	-7
CCN(CC)c1ccc(NC(=O)c2ccc(=O)[nH]c2)cc1S(=O)(=O)Nc1ccccc1OC	1	-1.5	7	0.7	-1.7	-2.2	-1.8	-25	-1.4	4	16
CCC1Sc2ccc(S(=O)(=O)CCC(=O)Nc3cccc(Br)c3)cc2NC1=O (stereo unspecified)	-8	0.2	6	-0.2	-0.5	-0.3	0.5	-55	-2.9	3	6
CN(C)c1nc(N(C)C)c2cnn(C)c2n1	-3	0.2	0	-0.8	-1.2	-0.6	-0.9	-4	2.6	-1	-1
CC(/C=C1\SC(=S)N(CC(=O)O)C1=O)=C\c1ccccc1	-3	0.7	1	-0.7	-1.1	-1.7	0.2	-6	-0.7	1	5
COc1ccc(N(CC(=O)N2CCN(C)CC2)S(=O)(=O)c2ccccc2)cc1	-25	-0.2	1	1.0	-1.1	0.9	1.4	2	0.8	2	5
O=C(CN1CCC(NC(=O)c2ccccc2Cl)CC1)NCc1ccccc1	-5	0.5	-5	0.0	-0.7	-1.3	-0.7	6	0.0	0	-5
Cc1ccc(OCCCCn2cnc3ccccc32)c(C)c1	1	-2.3	3	-2.7	-2.2	-0.1	-0.9	-12	-2.9	1	-3
O=C(NC12CC3CC(CC(C3)C1)C2)c1cnccn1	-6	0.3	-1	0.3	-1.3	-1.4	-1.4	-3	0.5	-5	-2
O=C(Nc1ccn(CCCNCCN2CCOCC2)c(=O)n1)OCc1ccccc1	-1	1.0	-4	2.0	-0.7	3.9	0.9	8	-1.2	1	-19
O=CN1CCN(C(=O)c2ccccc2F)CC1	0	0.5	-5	-0.1	-1.1	1.3	-0.1	11	-1.1	1	9
CC(C)CCNC(=O)C(=O)Nc1cc2c3c(c1)CCC(=O)N3CCC2	-8	-0.3	-2	0.7	-1.3	1.9	-0.8	6	-0.2	0	-7
COc1ccc(Nc2nnc(SCc3cn4c(C)cccc4n3)s2)cc1	6	-0.7	0	-1.1	-1.2	0.3	-1.1	-5	-3.6	4	-2
CCOc1ccc(N(CC(=O)NCc2ccc(Cl)cc2)S(=O)(=O)c2ccccc2)cc1	-6	-0.2	-2	0.7	-1.4	-0.6	-2.1	3	0.3	-1	-3
O=C(CN1CCN(S(=O)(=O)c2cccc(F)c2)CC1)NCC1(N2CCOCC2)CCCCC1	-3	-1.8	-1	0.8	-1.6	-1.1	2.1	1	1.2	1	-5
CCc1nc2n[nH]c(N)c2c2c1CCCC2	-4	0.7	-1	0.1	-1.3	-1.2	4.8	1	-2.1	-1	4
Cc1ccccc1Nc1nc(N)[nH]c(=O)c1N=O	-15	0.4	-4	.	-1.2	2.5	.	-6	-2.1	-13	-5
COc1cccc(NC(=O)CN(C)C(=O)c2cccc(S(=O)(=O)N3CCN(c4ccc(F)cc4)CC3)c2)c1	-4	-2.3	5	-3.0	-1.6	-6.8	-1.0	-38	-1.6	2	15
Cc1ccc(C(=O)CC(=O)COc2ccc(Cl)cc2C)cc1	1	-0.4	-1	0.4	-1.4	-0.9	2.8	-1	-1.1	0	1

Sorted by the number under ADAM10 inh (largest number first): 3 from the list above
Compound	PLC-beta3 inh	DAX1 inh-1	ADAM17 inh	DAX1 inh-2	ssDAF12 agonist	sPLA2-III inh	hcDAF-12 act	PLC-gamma1 inh	ADAM10 inh
O=CN1CCN(C(=O)c2ccccc2F)CC1	0	0.5	-5	-0.1	-1.1	11	-1.1	1	9
CCOc1ccc(N(CC(=O)NCc2ccc(Cl)cc2)S(=O)(=O)c2ccccc2)cc1	-6	-0.2	-2	0.7	-1.4	3	0.3	-1	-3
O=C(Nc1ccn(CCCNCCN2CCOCC2)c(=O)n1)OCc1ccccc1	-1	1.0	-4	2.0	-0.7	8	-1.2	1	-19

Another view of part of the listing above:
| molecule | PLC-beta3 inh | DAX1 inh-1 | ADAM17 inh | DAX1 inh-2 | ssDAF12 agonist | hgDAF-12 ag | GAA850 FXN act | sPLA2-III inh | hcDAF-12 act | PLC-gamma1 inh | ADAM10 inh |
| --- | --- | --- | --- | --- | --- | --- | --- | --- | --- | --- | --- |
| O=CN1CCN(C(=O)c2ccccc2F)CC1 | 0 | 0.5 | -5 | -0.1 | -1.1 | 1.3 | -0.1 | 11 | -1.1 | 1 | 9 |
| CC(C)CCNC(=O)C(=O)Nc1cc2c3c(c1)CCC(=O)N3CCC2 | -8 | -0.3 | -2 | 0.7 | -1.3 | 1.9 | -0.8 | 6 | -0.2 | 0 | -7 |

Compounds as they come; any-hit rate near 6.9%.
